Screening results from PubChem BioAssay.
RNase H inhibition: RNase H inhibition, HIV 1 Gag Pol polyprotein, FRET biochemical assay, screening (AID 372); HIV-1 RT RNase H, FRET RNA/DNA substrate fluorescence; higher % means a stronger effect; inhibition, % at 10 µM; hits with a dose series show IC50 in µM; 0.77% of 100,000 active; in the data active = inhibition above about 50%
An asterisk follows results filed as active. These rows are one share of the data; count on the stated rates, not on these rows.

SMILES	RNase H inhibition
CCc1ccc(NC(=O)CN(c2cccc(Cl)c2)S(=O)(=O)c2ccccc2)cc1	14%
COc1cc(NC(=O)c2cc([N+](=O)[O-])ccc2Cl)cc(OC)c1OC	2%
Cc1c(NC(=O)C(c2ccccc2)c2ccccc2)cccc1NC(=O)C(c1ccccc1)c1ccccc1	26%
CCc1ccc2oc(-c3cccc(NC(=O)c4ccccc4I)c3)nc2c1	7%
O=C1NC(=S)N(c2ccccc2)C(=O)/C1=C\c1cccc(O)c1	12%
CN(C)CCOC(=O)C12CC3CC(C1)CC(C(=O)OCCN(C)C)(C3)C2	11%
CCCC(C)C(=O)NCc1cccnc1 (stereo unspecified)	6%
O=C1c2cc(Cl)c(Cl)cc2C(=O)N1c1ccc(Cc2ccncc2)cc1	23%
Fc1ccc(-c2nnc(-c3ccc(Br)o3)o2)cc1	6%
O=[N+]([O-])c1cc(Cl)ccc1N1CCN(S(=O)(=O)c2ccc(Cl)cc2)CC1	22%
Cc1ccc(-c2cc3nc(-c4ccc(Br)cc4)cc(N)n3n2)cc1	9%
Cc1ccc(Cl)c(OCCN2CCOCC2)c1	0%
O=C(N/N=C/c1cc(I)cc(I)c1O)c1ccccn1	11%
O=[N+]([O-])c1ccc(-n2cnc3ccccc32)c([N+](=O)[O-])c1	5%
COC(=O)CSc1nnc(-c2ccccc2)c(-c2ccccc2)n1	30%
OCCNCC(O)Cn1c2ccc(I)cc2c2cc(I)ccc21 (stereo unspecified)	13%
CC1=C(C(=O)OCCc2ccccc2)C(c2cccc(Cl)c2)CC(=O)N1 (stereo unspecified)	22%
COCCNC(=O)c1nn2c(C(F)(F)F)cc(-c3cccs3)nc2c1Cl	15%
Cc1cc(Cl)ccc1N(CC(=O)Nc1ccc(C(C)C)cc1)S(C)(=O)=O	28%
COc1cc(Nc2ccccc2)c([N+](=O)[O-])nc1[N+](=O)[O-]	0%
C=CCc1ccc(OCCOc2ccc(/C=C3\SC(=S)NC3=O)cc2)c(OC)c1	17%
CCCCn1c(/N=C/c2ccc(OC)c3cccc(OC)c23)nc2ccccc21	11%
CC(C)N=C(NS(=O)(=O)c1ccccc1)c1ccccc1	4%
COc1ccc(NC(=O)c2cc3ccccc3o2)cc1OC	2%
CCOc1cc(/C=C2/SC(=S)NC2=O)ccc1OC(=O)c1ccco1	31%
CC(C)(C)c1ccc(C(=O)Nc2ccc(Br)cn2)cc1	3%
COc1ccc(C(=O)N2CCN(Cc3ccccc3C)CC2)cc1OC	0%
O=C(NC(=S)Nc1ccc2oc(-c3ccccc3Br)nc2c1)c1cccc(Cl)c1	12%
CCCc1ncc(C(O)c2cccc(OC)c2OC)n1C (stereo unspecified)	0%
NC1=NC(=O)/C(=C\c2cccc(OCc3ccccc3)c2)S1	24%
C/C(=N\NC(=O)c1n[nH]c2c1CCCC2)c1ccc([N+](=O)[O-])cc1	0%
CCOc1cc(C(=S)N2CCOCC2)ccc1OC(=O)Cc1ccccc1	9%
NC(=O)c1c(NC(=O)CCCC(=O)O)sc2c1CCCCC2	1%
COC(=O)COc1ccc(/C=C(/C#N)C(=O)NCc2ccccc2)cc1	3%
CCc1nccn1S(=O)(=O)c1cccc(Cl)c1Cl	17%
O=C(Nc1ccc(Cl)cn1)c1ccc(I)cc1	12%
CCc1cc(=O)oc2cc(OCC(N)=O)ccc12	0%
COc1ccccc1C(=O)N1CCN(Cc2ccccc2F)CC1	14%
Cc1cc(=O)oc2c(C)c(O)c(C(=O)c3ccccc3)cc12	5%
Cc1nccn1S(=O)(=O)c1ccc(Cl)c([N+](=O)[O-])c1	40%
N#C/C(=C\c1ccccc1Cl)C(N)=O	3%
O=C(Nc1ccccc1Br)c1ccc([N+](=O)[O-])cc1Cl	3%
O=C1c2ccccc2NC(c2cccc(O)c2)N1Cc1ccco1 (stereo unspecified)	7%
Cc1onc(-c2ccccc2Cl)c1C(=O)Nc1nn[nH]n1	0%
COc1ccc(-c2ccc(/C=C/C(=O)c3cc4ccccc4o3)o2)cc1	5%
O=C(Nc1ccccc1)C(=O)NC1CCCC1	7%
Cc1c(C)c(COCc2c(C)c(C)c(C=O)c(C)c2C)c(C)c(C)c1C=O	21%
Nc1ccc(-c2cn3ccsc3n2)cc1	20%
CCOC(=O)c1c(NC(=O)CCC(=O)OC)sc(C)c1C	6%
CCC(=O)Nc1ccc(-c2nc3cc(C)ccc3o2)cc1	1%
Brc1ccc(N=Cc2cccc(OCc3ccccc3)c2)cc1	5%
Cc1ccccc1C(=O)NNC(=O)c1ccc(C(C)(C)C)cc1	6%
COCCNC(=O)c1cc2nc(-c3ccccc3)cc(-c3ccccc3)n2n1	8%
CCOc1ccc(C2/C(=C(\O)c3ccccc3)C(=O)C(=O)N2CCN(C)C)cc1 (stereo unspecified)	3%
CC1=C(C(=O)OCC2CCCO2)C(c2cc3c(cc2[N+](=O)[O-])OCO3)C2=C(CCCC2=O)N1 (stereo unspecified)	6%
COc1cc(Br)c(-c2cc3cc([N+](=O)[O-])ccc3oc2=O)cc1OC	0%
Cc1ccc2nc(-c3ccc(N=C/C=C/c4cccc(Br)c4)cc3)oc2c1	15%
C(=Nc1ccc(N2CCOCC2)cc1)c1cccnc1	10%
O=C(O)CCC(=O)Nc1ccc(OC(F)F)cc1	2%
COc1ccc(N2C(=O)/C(=C\c3ccc(OC)c(OC)c3OC)C(=O)NC2=S)cc1	14%

The list goes on.
SMILES	RNase H inhibition
CCOc1ccc(C(=O)Nc2ccc(OC)c(OC)c2)cc1	3%
Cc1ccc(C)c(N(CC(=O)NC(C(C)C)C(C)C)S(=O)(=O)c2ccccc2)c1	9%
O=[N+]([O-])c1cccc(N=NNc2cccc([N+](=O)[O-])c2)c1	19%
COc1ccc(CCNC(=O)C(=O)Nc2cccc(Cl)c2Cl)cc1OC	41%
O=C1C2C(C(=O)N1c1cc([N+](=O)[O-])ccc1Cl)C1C=CC2C12CC2 (stereo unspecified)	11%
c1ccc(C2=NN(c3ccccc3)C(c3cn(-c4ccccc4)nc3-c3cccnc3)C2)cc1 (stereo unspecified)	8%
Cc1ccc(CN2CCN(c3ncccn3)CC2)cc1	0%
Clc1ccc(CNCc2cccnc2)cc1	0%
CCc1nn(-c2ccccc2)c2nc(-c3ccccc3Cl)c3cc(OC)c(OC)cc3c12	34%
Cc1ccc(NC(=S)NC(=O)c2ccc(-c3ccccc3)cc2)c(C)c1	18%
COC(=O)C1=C(C)N(Cc2cccnc2)C(=O)/C1=C\c1ccc(Cl)cc1Cl	12%
O=C(NCc1cccc(CNC(=O)C(=O)NCc2ccco2)c1)C(=O)NCc1ccco1	0%
CCCC(=O)Oc1ccc(N(C(=O)CCC)S(=O)(=O)c2ccc(OC)cc2)cc1	3%
Clc1ccc(SCCCN2CCOCC2)cc1	0%
Cn1c(-c2cc(C(C)(C)C)c(O)c(C(C)(C)C)c2)[n+](C)c2ccccc21	5%
C=CCn1c(-c2ccc(OC)cc2)nc2ccccc21	18%
CSc1nnc2c(n1)OC(C(=O)c1ccccc1)Nc1ccccc1-2 (stereo unspecified)	1%
O=C(N/C(=C\c1cccnc1)C(=O)N1CCNCC1)c1ccccc1	8%
CCc1c(C)[nH]c2c(C)cccc2c1=O	0%
COc1cc(/C=N/NC(=O)c2ccc(N(C)C)cc2)cc(OC)c1O	10%
COc1cc(NC(=O)c2ccc(Cl)cc2)c(Cl)cc1N=NC1=C(O)CC(C)(C)CC1=O	8%
Cc1oc(C(C)(C)C)cc1C(=O)Nc1ccc(CC(=O)O)cc1	1%
COc1ccc(S(=O)(=O)N(CC(=O)Nc2ccc3ccccc3c2)c2cc(Cl)ccc2OC)cc1OC	24%
C#CCOc1c(I)cc(/C=c2/sc3nc4ccccc4n3c2=O)cc1OC	10%
COc1cccc(/C=N/NC(=O)C(=O)Nc2ccccc2)c1O	1%
N#C/C(=C\c1ccccc1Cl)c1nc(-c2ccc(-c3ccccc3)cc2)cs1	6%
O=C(Cn1nnc(-c2ccccc2Cl)n1)N/N=C/c1cn(Cc2ccc(Cl)cc2)c2ccccc12	4%
O=C(Nc1ccncc1)C12CC3CC(CC(C3)C1)C2	6%
CCN(CC)C(=O)c1sc(NC(=O)COc2ccc3ccccc3c2)c(C(=O)OC(C)C)c1C	0%
C(=N\N=C(c1ccccc1)c1ccccc1)/c1ccccn1	0%
CCOc1ccc(/C=C(/NC(=O)c2ccc(C)cc2)C(=O)NC(C)C(=O)O)cc1 (stereo unspecified)	0%
Cc1ccc(N2C(=O)CC(N3CCN(c4ccccn4)CC3)C2=O)cc1Cl (stereo unspecified)	7%
O=C(NC1CCCCC1)c1ccc(CSc2ccccc2)cc1	13%
O=C(Nc1cccc(Cl)c1)c1ccccc1C(F)(F)F	3%
O=C(CNc1cccc(Cl)c1)c1ccc(Cl)cc1	11%
CCCc1sc(N(C(=O)c2cc(OC)c(OC)c(OC)c2)c2ccc(OC)cc2)nc1-c1ccccc1	20%
CCc1ccc(OCC(=O)Nc2ccc3oc(-c4c(F)c(F)c(F)c(F)c4F)nc3c2)cc1	12%
COc1cc([N+](=O)[O-])ccc1NC(=O)COc1cc(C)ccc1C(C)(C)C	9%
Cc1cc(/C=N/n2cnnc2)c(C)n1-c1ccc(F)cc1	22%
CCCc1[nH]n(-c2ccc([N+](=O)[O-])cc2)c(=O)c1C=NCCc1ccc(OC)c(OC)c1	12%
Cc1ccc(C2Nc3cccc4cccc(c34)N2)cc1	18%
Cc1cccc(-c2noc(-c3ccco3)n2)c1	2%
CCOC(=O)C1=C(C)N=c2s/c(=C\c3ccc(OC)cc3)c(=O)n2C1c1ccccc1Cl (stereo unspecified)	19%
O=C(Nc1ccccc1C(=O)Nc1ccccc1Cl)c1ccncc1	10%
Cc1ccc2c(c1)C1C=CCC1C(c1ccc([N+](=O)[O-])cc1)N2 (stereo unspecified)	16%
O=C1CSC(c2ccc(F)cc2)N1Cc1ccccc1 (stereo unspecified)	0%
Cc1cccc(NC(=O)c2cccc3ccccc23)c1C	0%
COc1ccc(N=c2ssc3c2-c2cc(OC)ccc2NC3(C)C)cc1	22%
